Bioassay records: PubChem BioAssay, several laboratories
SUMO HTRF inh: SUMOylation inhibition. P63279. HTRF SUMOylation assay, SAE1/SAE2 + UBC9, in vitro. inhibition, % at 35 µM. 290,000 tested, 0.36% active. AID 2006; in the data active = inhibition above about 50%, passing the limit was not always enough; note: strong numbers were not always called active
Target sequence (P63279 whole entry, looked up): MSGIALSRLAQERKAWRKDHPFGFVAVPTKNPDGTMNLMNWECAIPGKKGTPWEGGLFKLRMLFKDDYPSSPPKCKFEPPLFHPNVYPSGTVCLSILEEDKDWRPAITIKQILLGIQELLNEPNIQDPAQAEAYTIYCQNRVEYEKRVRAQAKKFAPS
MEKK2 mut-MEK5: signal of MEK5 binding to mutant human MEKK2 PB1 domain. bead flow cytometry, Alexa488-MEK5 binding to MEKK2 mutant. percent response, % at 10 µM. 290,000 tested, 0.35% active; in the data active = percent response above about 24%, passing the limit was not always enough; note: inactives centre near 1; some results filed as inactive read as strong as hits; reference of the scale not given here
IDE cell inh: inhibits human insulin-degrading enzyme in HEK cells. 320,000 tested, 0.41% active. AID 434962. inhibition, % at 5.59 µM. FAbetaB cleavage, fluorescence polarization;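 active = percent inhibition above the average of all tested compounds plus 3 SD, set per screening campaign, cut at about 16% in these data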;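 note: IDE supplied by intact live HEK cells; FP after avidin binding of uncleaved biotin substrate so inhibition keeps polarization high; 0% = DMSO wells and 100% = 60 µM reference IDE inhibitor Ii1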
M18AAP inhibitor: PfM18AAP enzyme inhibition. recombinant PfM18AAP, H-Glu-NHMec fluorogenic cleavage. inhibition, % at 7.35 µM. 290,000 tested, 1.2% active. AID 1822;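 active = inhibition above the campaign mean inhibition over all tested compounds plus 3 SD, cut at about 28% in these data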;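 note: 0% = plate median of test compound wells and 100% = 2 mM ZnCl2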
IDE act: activators of human insulin-degrading enzyme in cells | HEK cells, FAbeta-B cleavage, fluorescence polarization; 0% vehicle, 100% cell-free pure enzyme wells | P14735 | 340,000 tested, 0.073% active | activation, % at 5.96 µM;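 active = activation above the mean of all tested compounds plus 3 SD, set per screening campaign, cut at about 17% in these data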
MEKK3 PB1 HTS: modulators (inhibitors or enhancers) of MEK5 binding to human MEKK3 PB1 domain | AID 1529 | binding response (% of control), % at 10 µM | 290,000 tested, 1.4% active | bead-based flow cytometry, Alexa488-MEK5 binding to MEKK3; actives lie on both sides; 0 = blocked by unlabeled MEK5, 100 = vehicle | Q99759;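 active = binding response more than 3 SD above or below the average of its plate-row segment, actives on both sides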;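 note: Alexa488 bead fluorescence after subtracting the streptavidin-only scavenger bead signal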
Target sequence (Q99759 whole entry, looked up, the tested form may be a part): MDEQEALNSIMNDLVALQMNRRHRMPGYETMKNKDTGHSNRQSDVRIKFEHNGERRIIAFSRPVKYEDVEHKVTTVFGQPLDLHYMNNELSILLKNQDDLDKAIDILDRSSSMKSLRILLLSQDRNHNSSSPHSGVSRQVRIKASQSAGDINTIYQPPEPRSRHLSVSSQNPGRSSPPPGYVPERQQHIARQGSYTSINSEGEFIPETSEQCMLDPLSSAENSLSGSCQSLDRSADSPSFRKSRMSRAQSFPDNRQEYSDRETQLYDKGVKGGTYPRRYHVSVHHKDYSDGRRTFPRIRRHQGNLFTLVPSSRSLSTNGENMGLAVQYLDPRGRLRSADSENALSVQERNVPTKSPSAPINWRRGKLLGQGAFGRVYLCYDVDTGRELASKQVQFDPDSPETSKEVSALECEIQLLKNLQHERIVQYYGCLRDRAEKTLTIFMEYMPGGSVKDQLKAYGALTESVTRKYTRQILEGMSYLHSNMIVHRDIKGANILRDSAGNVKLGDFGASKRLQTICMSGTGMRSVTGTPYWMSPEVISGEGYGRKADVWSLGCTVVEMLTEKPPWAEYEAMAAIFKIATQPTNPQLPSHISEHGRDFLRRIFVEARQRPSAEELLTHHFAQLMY
p-CIP stab down: lowers stability of the mouse p/CIP coactivator protein | Q05BA5 | F442A p/CIP-EGFP cells, EGFP fluorescence, 16 h | decrease of EGFP signal, % at 10 µM | 290,000 tested, 0.01% active | AID 1984;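 active = EGFP signal decrease of at least 30% at 10 µM or well 3 SD below plate mean, unless failing retest; inactive = the rest, including hits failing retest or dose response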; note: some compounds called inactive have numbers as strong as hits; many of its hits are not listed in these tables
MEKK2 WT-MEK5: raises or lowers MEK5 binding to wildtype human MEKK2 PB1 domain; Q9Y2U5; bead flow cytometry, Alexa488-MEK5 binding to MEKK2 WT; actives lie on both sides; binding response (% of control), % at 10 µM; 290,000 tested, 1.1% active; in the data active = binding response below about 67% or above about 130%
NALP1 inh: inhibitors of NALP1 inflammasome in yeast; S. cerevisiae NALP1/ASC/caspase-1 growth, X-gal OD620, 72 h; inhibition, % at 10 µM; 280,000 tested, 0.61% active; AID 2071; in the data active = inhibition mostly above about 24%, no sharp cut-off; inactive = mostly below about 32%; note: some compounds called inactive have numbers as strong as hits
Active calls of the source: *; nt = not tested or not shown; [ ] = another dose, or the depositor's remark. The list is partial, so the mix of outcomes need not match the whole.

SMILES	SUMO HTRF inh	MEKK2 mut-MEK5	IDE cell inh	M18AAP inhibitor	IDE act	MEKK3 PB1 HTS	p-CIP stab down	MEKK2 WT-MEK5	NALP1 inh
Cc1ccc(-n2[nH]c(C)c(C=Nc3ccc(S(=O)(=O)Nc4nc(C)cc(C)n4)cc3)c2=O)c(C)c1	17	0	2	-10	3	115	-12	101	20
COC(=O)c1sc(NC(=O)c2c(-c3ccccc3)noc2C)nc1C	7	7	-5	7	5	103	5	107	-2
CC1(c2ccc(OCC#N)cc2)C=C(c2ccc(OCC#N)cc2)n2nc(C(F)(F)F)nc2N1 (stereo not given)	-26	0	3	0	5	98	-20	105	27
CCOC(=O)C1CCCN(C(=O)c2ccc(Cl)c(S(=O)(=O)N3CCCCC3)c2)C1 (stereo not given)	-6	-2	7	-8	5	106	3	103	4
CC(NC(=O)Cn1nc(-c2ccccc2)c2ccccc2c1=O)c1ccccc1 (stereo not given)	13	5	3	-2	4	108	-16	111	12
COc1ccc(C(CNC(=O)Cc2ccccc2Cl)N2CCCCC2)cc1 (stereo not given)	6	-4	-2	-9	1	100	-4	99	24
Cc1ccc(F)c(NC(=O)C2CCCCC2C(=O)O)c1 (stereo not given)	26	-4	0	-6	1	92	-12	96	-24
CN1CCN(CC(O)Cn2c3ccccc3c3ccccc32)CC1 (stereo not given)	19	19	-1	-10	4	102	-3	113	32
CCCc1nc2ccccc2c(=O)n1-c1c(C)n(C)n(-c2ccccc2)c1=O	8	nt	4	3	2	nt	-4	nt	2
COc1cccc(/C=N/Nc2nc3ccccc3n3cnnc23)c1	12	-1	-1	18	5	98	-12	95	nt
CCCN(CCC)CC(=O)Nc1cccc2c1OCO2	-4	2	1	-4	4	104	-2	103	18
CCOc1ccccc1Nc1nnc(SCC(=O)Nc2cc(C)on2)s1	18	-1	3	15	-4	97	-14	98	16
COc1ccc2nc(NC(=O)c3ccccc3-c3ccccc3C(=O)O)sc2c1	-1	0	1	-2	2	103	-11	102	2
O=[N+]([O-])c1cccnc1SCc1ccccc1	-6	6	0	2	2	104	0	104	12
O=C(CCCN1C(=O)S/C(=C/c2ccccc2)C1=S)Nc1ccc(C(=O)O)cc1	9	3	3	8	1	96	-2	100	4
COc1ccc(CCN2C(=O)c3cccnc3C2=O)cc1OC	18	6	9	16	0	108	-11	110	-3
Cc1ccccc1NC(=O)CC1SCCNC1=O (stereo not given)	-12	6	0	-5	4	103	14	102	9
Cc1ccc(C23CC4CC(CC(C(=O)N5CCOCC5)(C4)C2)C3)cc1	13	4	-1	-7	4	98	-7	110	-6
COc1ccc(C2C(C(=O)OCC3CCCO3)=C(C)NC3=C2C(=O)CC(c2ccco2)C3)cc1O (stereo not given)	-2	-1	0	6	5	102	-8	102	-1
C=C1CC(C(=O)N/N=C/c2ccccc2)C1	-7	-2	-3	-1	4	97	-2	100	19
CC(C)(C)Nc1c([N+](=O)[O-])c(=O)sc2ccccc12	-21	4	2	6	6	100	-8	104	-4
CCCCn1c(N)c(N(Cc2ccccc2OC)C(=O)CCSC)c(=O)[nH]c1=O	-7	-2	nt	-2	8	100	5	99	12
COC(=O)C1C(=O)C2=C(CC1C)NC(=O)CC2c1ccccc1 (stereo not given)	-2	4	2	-3	-1	103	6	105	9
CCC(=O)c1ccc(OC(=O)N2CCOCC2)cc1	10	-7	1	-4	2	93	-41	97	7
COc1ccc(NC(=O)CC(c2ccc(F)cc2)c2ccc(OC)cc2)cc1 (stereo not given)	-3	9	0	-4	3	97	-1	107	7
O=C(Nc1ccc(N2CCN(Cc3ccccc3Cl)CC2)cc1)c1cccnc1	-3	-5	2	3	-2	86	-2	90	29
O=C(Nc1ccccc1)N1CCSc2cc(Cl)ccc21	23	6	2	14	1	101	0	101	15
CCCc1nc2sc3c(c2c(=O)n1N)CCC3	7	nt	-3	6	-2	nt	-1	nt	6
Cc1ccc(NC2=C(Cl)C(=O)c3ccccc3C2=O)cc1	-18	9	6	-1	-1	95	-11	113	35
O=C(CSc1nc(-c2ccc(F)cc2)cc(C(F)(F)F)n1)NCc1ccco1	14	6	4	-1	1	106	-18	99	17
N#CC(C(=O)c1ccccc1)=C1SCCS1	12	2	-5	-6	nt	101	-17	102	-4
Cc1cccc(NC(=O)Cc2c(F)cccc2Cl)n1	11	0	-1	-10	-2	105	3	104	8
CCOc1ccc(C2=C/C(=C/c3cccnc3)C(=O)O2)cc1	4	-2	-4	-15	-1	82*[inhibitor]	0	84	38
CCOc1cc(/C=C2/SC(=S)N(Cc3ccccc3)C2=O)ccc1O	6	-4	83*	6	-75	96	-10	61*[inhibitor]	nt
Cc1noc(C)c1COc1ccc(C(=O)OCC(N)=O)cc1	7	-1	-3	-16	-2	98	-4	98	19
COc1cccc(NC(=O)CCN2CCN(c3ccccc3F)CC2)c1	20	1	3	-2	5	101	-15	102	4
Cc1cc(C(=O)CN2CCCC2)c(C)n1-c1ccc(Cl)cc1	6	-1	3	5	3	102	0	99	10
CCOc1ccc(N/C(SC)=C(/C#N)C(N)=O)cc1	-8	4	3	-9	2	108	-5	109	8
O=C(Cc1cscn1)c1ccc(O)cc1O	20	9	-2	6	2	107	2	106	18
Cc1cc(C(=O)CSc2nc3ccccc3c(=O)[nH]2)c(C)n1CC1CCCO1 (stereo not given)	8	-7	4	23	6	99	-14	91	-1
CCC(C)NC(=O)C1CCCN(S(=O)(=O)c2ccc(-n3cnnn3)cc2)C1 (stereo not given)	3	5	0	0	0	98	-2	100	-14
Cc1ccccc1-c1nc(CN2CCC(C(=O)NCCCN3CCCC(C)C3)CC2)c(C)o1 (stereo not given)	7	6	1	-5	0	101	2	124	24
CCOC(=O)NC(c1ccc(C(C)C)cc1)C(Cl)(Cl)Cl (stereo not given)	-10	-5	1	-7	-7	91	-10	96	33
COc1cc2ccccc2cc1C(=O)NCc1ccncc1	10	7	-2	-11	1	101	-12	103	1
CC1(C)Cc2c(cnn2-c2ccccc2)C(NC(=O)CCc2ccncc2)C1 (stereo not given)	-5	-8	-1	7	1	95	-4	96	15
CCS(=O)(=O)N1CCC(C(=O)Nc2cccc(F)c2)CC1	17	9	-3	-17	3	105	-10	107	13
CCCCn1cnc2c(oc3ccccc32)c1=O	6	5	nt	-9	0	103	-21	98	12
O=C(Nc1ccc(C(=O)N2CCOCC2)cc1)Nc1cccc(C(F)(F)F)c1	0	5	2	-3	-8	97	-7	102	-2
Oc1c(Cl)cc(Cl)cc1CNn1cnnc1	16	-8	3	4	3	98	2	92	17
COc1ccccc1-c1nnc2sc(-c3cnccn3)nn12	3	-10	0	-5	-1	80	-8	83	-3
Cc1noc(C)c1CN1C(=O)NC2(CCCCCCC2)C1=O	-4	4	-1	2	0	102	-6	105	-17
O=C(N/N=C/c1cccc([N+](=O)[O-])c1)c1ccc(Br)cc1	0	-11	5	-1	-1	105	3	86	-8
CCC(=O)n1nc(-c2ccc(Cl)cc2)nc1N	8	-2	-7	2	-1	100	-19	95	11
COc1ccc(C2=Nn3c(nnc3C3CCCCC3)SC2)cc1OC	2	-6	-3	-2	-1	95	-8	94	21
Nc1nnc(SCC(=O)Nc2ccc(N3CCOCC3)c(Cl)c2)s1	-5	-4	0	-5	4	101	10	98	8
O=C(NCc1ccc2c(c1)OCO2)c1sccc1Br	-4	-6	0	1	4	96	-6	92	-3
CC(C)CCOCC(=O)Nc1cccc(C(=O)O)c1	12	-2	2	2	4	92	-4	101	18
COc1ccc(-c2cc(-c3n[nH]c(=S)n3-c3ccccc3OC)[nH]n2)cc1	-6	0	3	3	-4	104	0	101	-1
NC(=O)CCC(NS(=O)(=O)c1ccc(Cl)cc1)C(=O)NCC1CCCCC1 (stereo not given)	11	4	2	11	1	98	-1	103	0
CCn1c(CNC(=O)c2ccccc2Br)nnc1SCC(=O)NC1=NCCS1	-5	-6	-6	1	1	95	-14	94	11

(cont.)
SMILES	SUMO HTRF inh	MEKK2 mut-MEK5	IDE cell inh	M18AAP inhibitor	IDE act	MEKK3 PB1 HTS	p-CIP stab down	MEKK2 WT-MEK5	NALP1 inh
COc1ccc(-n2cnnc2SCC(=O)Nc2nc(C)c(Cl)cc2Cl)cc1	13	8	5	-10	0	99	-13	105	8
COc1ccccc1/C=C/C=N/NC(=O)c1ccco1	13	1	-4	2	7	96	4	101	-4
COc1ccccc1NC(=O)NC1(C(=O)NCC2CCCO2)CCCCC1 (stereo not given)	2	0	2	2	0	98	1	93	3
COCCSc1ccccc1C(=O)Nc1ccc2c(c1)OCCO2	30	4	14	6	0	108	-2	111	3
Cc1noc(NS(=O)(=O)c2ccc(NC(=O)CCC3CCCC3)cc2)c1C	15	7	2	-6	1	99	10	101	17
NC1=NC[C@@H](Cc2ccc(O)cc2)N1CCC12CC3CC(CC(C3)C1)C2	nt	3	-3	nt	6	97	nt	98	nt
O=C(CN(Cc1ccc(F)cc1)C(=O)C1CSC(=O)C1)NC1CCCCC1 (stereo not given)	26	-3	-6	-3	-2	94	-2	98	-1
CN(Cc1ccccc1)Cc1ccccc1F	1	-3	-2	-3	5	95	4	98	17
CCc1ccc(-c2csc(NC(=O)C3CC(=O)N(c4ccc5c(c4)OCCO5)C3)n2)cc1 (stereo not given)	-23	-1	7	-2	-2	106	-27	101	28
Cc1ccc(NC(=O)COC(=O)CNC(=O)c2ccc(Br)cc2)c(C)c1	8	-2	2	-8	0	100	-3	99	28
O=C(/C=C\NCC(=O)c1ccccc1)c1ccc(F)cc1	9	4	3	-2	-3	105	-6	104	-4
CCOc1ncccc1C(=O)Nc1cccc(-c2nc3cccnc3s2)c1	5	-10	5	-5	7	95	-13	96	nt
COC(=O)c1ccc(NC(=O)CS(=O)(=O)Cc2ccccc2)cc1	-5	2	2	-16	-1	106	-8	108	-14
O=C(NC(Cc1ccccc1)C(=O)O)/C(=C/c1ccccc1)NC(=O)c1ccc(Br)o1 (stereo not given)	2	9	3	-5	1	104	-3	102	-8
CN1CCN(C(c2cc3cc4c(cc3[nH]c2=O)OCCO4)c2nnnn2C2CCCC2)CC1 (stereo not given)	12	-2	-3	7	nt	90	0	102	8
Cc1oc(-c2cccc(Cl)c2)nc1CN1CCC(C(=O)N2CCN(c3ccccc3F)CC2)CC1	-10	25	1	-5	8	106	-2	140*	21
CCCCCCCc1ccc(-c2ccc(O)cc2)nc1	-13	-9	2	-2	4	98	13	92	-6
COc1ccccc1NC(=O)/C=C/C(N)=O	13	2	8	-188	-28	101	4	103	17
CCn1cc(/C=N/NC(=O)c2cc3c(ccc4ccccc43)o2)c2ccccc21	28	9	3	1	-2	103	-4	98	7
O=S(=O)(CCc1ccncc1)C1Cc2cccc3cccc1c23 (stereo not given)	16	-25	5	2	-2	86	-2	76	2

5 compounds from above, ordered by their value in MEKK3 PB1 HTS, ascending.
SMILES	SUMO HTRF inh	MEKK2 mut-MEK5	IDE cell inh	M18AAP inhibitor	IDE act	MEKK3 PB1 HTS	p-CIP stab down	MEKK2 WT-MEK5	NALP1 inh
COc1ccc(C2=Nn3c(nnc3C3CCCCC3)SC2)cc1OC	2	-6	-3	-2	-1	95	-8	94	21
Cc1noc(C)c1COc1ccc(C(=O)OCC(N)=O)cc1	7	-1	-3	-16	-2	98	-4	98	19
Cc1ccc(NC(=O)COC(=O)CNC(=O)c2ccc(Br)cc2)c(C)c1	8	-2	2	-8	0	100	-3	99	28
COc1ccc(-c2cc(-c3n[nH]c(=S)n3-c3ccccc3OC)[nH]n2)cc1	-6	0	3	3	-4	104	0	101	-1
O=C(CSc1nc(-c2ccc(F)cc2)cc(C(F)(F)F)n1)NCc1ccco1	14	6	4	-1	1	106	-18	99	17
